# Screening data as filed in PubChem.
# MT stabilize HCS: microtubule stabilization, imaging screen. 200,000 compounds, 0.83% hits. HeLa tubulin immunostaining HCS, 24 h; share of cells brighter than vehicle mean+2SD. % tubulin-high responders, % at 10 µM;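 active = plate Z-score above 3 for both tubulin-high and condensed-nucleus cell shares, with cell loss under 80%, at 10 µM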;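 note: anti alpha tubulin signal scored within the nucleus-defined area of each cell; some results filed as inactive read as strong as hits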
# CSM14.1 death rescue: rescue of cells from ER stress-induced death, primary screen, 384-well, CSM14.1, thapsigargin, ATP luminescence (AID 1222); 190,000 tested, under 10 active; cellular ATP content (survival), % at 20 µM; hits with a dose series show EC50 in µM; CSM14.1 thapsigargin-induced death rescue, ATP luminescence; higher % means a stronger effect;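 active = EC50 below 50 µM in the dose-response confirmation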;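 note: death triggered by thapsigargin at about 15 µM added after 2 h compound pretreatment; cell ATP read after overnight thapsigargin exposure of roughly 18 to 22 hours; normalized against plate controls of thapsigargin alone and 5% DMSO vehicle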
# Autophagy mod: modulators of autophagy; MEF GFP-LC3 puncta imaging; test concentration mostly 10 µM; calls only at 10 µM (by protocol); 190,000 compounds, 0.98% hits;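 active = percentage of spot-positive cells more than 3 SD above its plate mean, without a fluorescence outlier flag or 80% toxicity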;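 note: spot-positive cell cutoff set from DMSO-treated cells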
# PhoP inhibition: inhibitors of PhoP regulon expression, primary screen, Salmonella Typhimurium, GFP reporter (AID 1863); one-dose inhibition, % at 50 µM; IC50 in µM for titrated hits; 300,000 compounds, 0.16% hits; S. Typhimurium PhoP-regulated promoter GFP reporter, 4 h; higher % means a stronger effect;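 active = inhibition over 29.93%, a cutoff 3 SD above the screen mean, later confirmed by dose response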;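 note: 0% = low Mg2+ inducing control and 100% = high Mg2+ repressing control; strong numbers were not always called active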
# bCat nuc transl: beta-catenin nuclear translocation modulation. 190,000 compounds, 0.3% hits. AID 1665. HeLa beta-catenin nuclear translocation, immunofluorescence imaging. nuclear translocation activity, % at 5 µM;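 active = nuclear translocation activity above 50% at 5 µM, with a well cell count of 50 or more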;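 note: per-cell ratio of nuclear to cytoplasmic median beta-catenin stain intensity; plate controls were DMSO negative control for no effect and GSK-3 inhibitor IX positive control for full effect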
#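 System: HeLa cells, endogenous beta-catenin; compound dosing: 5 µM primary single dose, 0.1% DMSO, 0.02–20 µM confirmation series; incubation: 24 h compound exposure at 37°C, 5% CO2; signal: beta-catenin immunofluorescence imaging with DAPI; evaluation: % activation, nuclear-to-cytoplasmic median beta-catenin signal ratio per cell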
# T cell modulator: T cell immune modulators affecting CD8 T cell-vesicle binding. 330,000 compounds, 0.068% hits. calls only at 7 µM. 2C CD8+ T cell-vesicle binding, flow cytometry; active compounds read low. AID 2052;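 active = response, share of CD8 T cells binding vesicles, and their 90th percentile fluorescence all below set limits, cut at about 80% in these data, passing the limit was not always enough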
#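 Read-out – percent CD8+ FL2 mean versus row control · System – murine 2C transgenic CD8+ T lymphocytes · Times – 1.5 h cell–vesicle binding at 37 °C, then 20 min icy labelling · Control set – naked vesicles low, QL9 vesicles with vehicle high · Detection – cytometric PE anti-B7-1 and Alexa647 anti-CD8 signals after 1% paraformaldehyde fixation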
# Ins promoter up: MIN6 insulin promoter up-regulation; MIN6 insulin promoter-GFP reporter, high-content imaging; active compounds read high; z-score at 5 µM; 190,000 compounds, 0.3% hits;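 active = z-score above 3 at 5 µM with at least 500 cells counted in the well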
# Hep lipid drop: hepatic lipid droplet formation modulation. AML12 mouse hepatocytes, oleate lipid droplets, BODIPY imaging. 240,000 compounds, 0.4% hits. AID 1656. inhibition, % at 6.5 µM;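 active = lipid droplet intensity inhibited by at least 50%, with more than 500 cells counted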
#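 Material – mouse AML12 hepatocyte cell line, fixed after treatment · Compound dosing – one dose, 6.5 µM compound · Times – compound with oleate, overnight · Measured by – Image-based BODIPY and DAPI two-channel analysis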
# Dynein cargo inh: dynein cargo transport inhibition | 3617.4 mouse cells, GR-EGFP nuclear translocation imaging; test concentration mostly 20 µM; stimulated with dexamethasone, 1 µM; active compounds read low | AID 1381 | 220,000 compounds, 0.47% hits | z-score, hits read low;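 active = plate z-score of nuclear minus cytoplasmic receptor signal below a set negative limit, without overly bright fluorescence or cell loss, cut at about -3.5 in these data, passing the limit was not always enough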;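 note: z-score of nuclear minus cytoplasmic ring GR-EGFP intensity difference per well; some compounds called inactive have numbers as strong as hits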
#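 Also added: dexamethasone, 1.0 µM final. Medium: tet-free, stripped-serum medium. Detection: fixed, Hoechst-stained cells imaged at 10x for EGFP. Read-out: nuclear-to-cytoplasmic GR-EGFP distribution per well. Times: induction 48 h, compound 1 h, agonist 30 min.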
# Dynein cargo inh cytoplasmic EGFP: further read-out of Dynein cargo inh, marked with its call; z-score; measured here: cytoplasmic GR-EGFP intensity; active compounds read high
# Dynein cargo inh nuclear GR-EGFP: also measured in Dynein cargo inh; calls as there; z-score; measured here: nuclear GR-EGFP intensity;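 lower value marks the stronger effect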
# Dynein cargo inh cell count: further read-out of Dynein cargo inh, marked with its call; z-score; measured here: cell count per field
# Ins promoter up cell count: also measured in Ins promoter up; calls as there; cell count; measured here: cytotoxicity, nuclei count;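 total cells summed across four imaged fields per well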
# Hep lipid drop cells 6.5 µM: recorded beside Hep lipid drop, whose call it bears; cell count; measured here: cell count, cytotoxicity flag;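 cells counted across two imaged fields per well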
# bCat nuc transl cell count 5 µM: also measured in bCat nuc transl; calls as there; cell count; measured here: cell count, cytotoxicity flag
# T cell modulator vesicle-bound %: further read-out of T cell modulator, marked with its call; double positive events, %; measured here: CD8+ vesicle-bound cell fraction;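 binding gate set so that unloaded-vesicle control wells show 10% double positive cells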
# MT stabilize HCS Hoechst-high %: second read-out of MT stabilize HCS, no call of its own (marks repeat the call); % Hoechst-high responders; measured here: nuclear condensation Hoechst responders;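 share of cells brighter than vehicle mean plus two SD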
# MT stabilize HCS cytotoxicity %: also measured in MT stabilize HCS; calls as there; toxicity, %; measured here: cytotoxicity by cell density;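 0% = mean cell density of plate MIN control wells and 100% = no cells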
# Autophagy mod cell loss 18 h: recorded beside Autophagy mod, whose call it bears; toxicity, %; measured here: cell loss, nuclei count;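 cell loss after 18 h compound exposure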
# Starred values were filed as active, the others as inactive; i = inactive; . = no result given; + = active, no number.
compound,MT stabilize HCS,MT stabilize HCS Hoechst-high %,MT stabilize HCS cytotoxicity %,CSM14.1 death rescue,Autophagy mod,Autophagy mod cell loss 18 h,PhoP inhibition,bCat nuc transl,bCat nuc transl cell count 5 µM,T cell modulator,T cell modulator vesicle-bound %,Ins promoter up,Ins promoter up cell count,Hep lipid drop,Hep lipid drop cells 6.5 µM,Dynein cargo inh,Dynein cargo inh cytoplasmic EGFP,Dynein cargo inh nuclear GR-EGFP,Dynein cargo inh cell count
O=C(O)/C=C/C(=O)Nc1ccccc1SC(F)(F)C(F)(F)C(F)(F)F,4.8,1.9,9.5,-0.4%,i,3.9,0.4%,-2.0,1103,i,47.3,-0.58,1352,2.5,671,-0.332,-0.262,0.162,0.149
Cc1ccccc1-c1nnc(Cc2ccccc2)o1,3.2,3.5,13.5,-6.0%,i,-16.6,-0.2%,-1.1,561,i,34.5,0.69,1394,4.3,633,2.54,-0.187,1.11,-1.79
O=C(NC(=S)N(CCO)Cc1ccccc1)c1cc(Br)ccc1Cl,3.0,2.2,5.1,-1.3%,i,21.7,-2.0%,-1.8,1099,i,54.9,0.25,1396,8.0,630,-0.596,-0.316,-0.416,0.679
CCCCOC(=O)C(C#N)c1nc2ccccc2nc1N1CCN(Cc2ccc3c(c2)OCO3)CC1 (stereo unspecified),1.9,3.3,14.5,2.3%,i,24.0,-3.4%,-4.0,1015,i,40.0,.,.,.,.,0.515,0.327,1,-1.76
Cc1cccc(-c2cc(C(=O)N3CCCc4ccccc43)c3ccccc3n2)c1,5.6,2.4,8.8,-1.4%,i,1.7,-5.9%,4.0,923,i,34.8,2.74,1435,1.9,664,0.224,-0.152,0.426,-0.901
Cc1ccc(S(=O)(=O)N2CCOCC2)cc1C(=O)NC(=S)N1CC(C)OC(C)C1 (stereo unspecified),.,.,.,.,.,.,-5.4%,-0.4,1286,i,60.7,-0.12,993,26.2,762,1.52,-0.0924,0.654,-1.81
COc1ccc(S(=O)(=O)NCc2csc(C)n2)cc1,1.5,2.5,10.2,-1.0%,i,2.7,-4.5%,-4.1,900,i,22.9,-0.94,1589,.,.,0.546,-0.19,0.107,-0.383
CC1(C)SC(=S)N(/N=C/c2ccc(O)cc2)C1N(O)C(=O)Nc1ccc([N+](=O)[O-])cc1 (stereo unspecified),4.1,1.9,4.7,-0.5%,i,-4.0,15.2%,-3.8,941,i,35.3,-0.08,1478,.,.,-1.48,0.664,-0.0355,0.664
O=C(CN1C(=O)c2ccccc2S1(=O)=O)N1CCN(c2ccccc2F)CC1,4.4,2.3,3.5,.,i,15.5,-12.1%,-0.8,1081,i,36.6,0.15,1040,-21.6,497,0.0393,-0.161,0.59,-0.001
Cc1nn(CC(=O)Nc2cccnc2)c(C)c1[N+](=O)[O-],3.7,1.3,5.0,0.4%,i,-10.2,-5.0%,-3.0,956,i,21.1,0.66,1580,-33.9,621,0.33,-0.209,0.419,1.11
CCCCN(CC)Cc1ccc(CNC(=O)Nc2ccc(OC)cc2OC)o1,2.5,1.7,6.0,4.2%,i,-2.0,-6.5%,-2.9,1329,i,47.8,0.93,1410,.,.,-0.355,1.94,0.0319,-0.0854
c1ccc(-c2csc(-c3ccncc3)n2)cc1,2.2,1.6,1.2,2.1%,i,3.6,3.4%,0.7,1453,i,59.3,.,.,6.5,620,-0.0812,-0.128,-0.101,0.0073
NC(=O)/C(=C\c1ccccc1)NC(=O)/C=C/c1ccccc1,2.8,1.6,4.3,-1.8%,i,-18.2,-3.5%,1.0,1016,i,36.4,0.25,1385,19.6,695,-0.208,-0.274,-0.42,0.22
CCOc1ccccc1NC(=O)Cn1c(=O)n(-c2ccccc2)c(=O)c2oc3ccccc3c21,7.3,1.8,10.2,-3.4%,i,41.4,-4.3%,-0.2,1003,i,2.4,-0.14,1182,-8.1,571,0.201,-0.148,0.155,-0.00204
COc1cc2c(cc1OC)C1(Nc3c-2c(C)nn3-c2ccccc2)C(=O)Nc2ccccc21 (stereo unspecified),2.4,0.9,5.1,-1.5%,i,0.0,-7.3%,.,.,i,27.7,-1.53,1012,1.5,726,1.42,0.682,0.711,0.325
COc1ccc(CCNC(=O)COC(=O)COc2ccc(C#N)cc2)cc1,2.4,2.1,5.6,1.2%,i,-5.2,-3.6%,-0.3,1107,i,63.8,0.22,1329,-5.9,652,-0.136,-0.32,0.212,0.604
Cc1ccc(S(=O)(=O)/C(C#N)=C/c2c(N3CCCCC3)nc3ccccn3c2=O)cc1,.,.,.,.,.,.,-8.8%,0.5,1195,i,23.7,-0.15,1196,8.5,698,-0.559,-0.227,-0.544,0.981
Cc1ccc(NC(=O)/C(=C\c2cccnc2)NC(=O)c2ccco2)cc1,3.4,1.8,1.0,2.6%,i,-19.1,20.5%,-1.1,1490,i,17.8,1.95,1176,.,.,-0.937,-0.208,-0.592,0.389
CCSc1cc(C2C(C(=O)OC)=C(C)NC3=C2C(=O)CCC3)c(C)o1 (stereo unspecified),3.1,1.4,5.3,3.3%,i,-5.0,-3.8%,2.4,685,i,39.7,-0.09,1492,.,.,0.542,-0.247,0.131,-0.0464
COc1ccc(CN(C2CCCCC2C)S(=O)(=O)c2ccc(S(=O)(=O)N(C)C)cc2)cc1OC (stereo unspecified),1.6,1.7,10.1,-2.3%,i,-3.0,-3.5%,0.2,1007,i,50.3,-0.14,1255,-17.9,616,0.796,-0.252,0.698,-0.523
CCOCCCNC(=O)c1ccc(Cn2c(=O)[nH]c3ccsc3c2=O)cc1,2.6,2.3,3.8,-0.7%,i,0.5,-5.3%,-0.2,1110,i,46.8,-0.51,1257,-1.9,678,0.565,-0.34,0.277,-0.544
CCOP(=O)(OCC)c1nc(-c2cccc3ccccc23)oc1N1CCOCC1,2.6,3.6,10.3,2.2%,i,-0.9,-8.2%,-0.1,1090,i,40.2,-0.01,1504,21.6,628,0.00278,-0.32,-0.22,-0.139
CC(C)C(=O)Nc1ccc(NC(=S)NC(=O)c2cc3ccccc3o2)cc1,3.4,2.0,6.2,1.0%,i,-29.9,-9.3%,1.8,1088,i,33.3,.,.,-31.0,703,-0.67,-0.303,-0.285,0.789
O=C(Cn1c2c(c(-c3ccccc3)cc1=O)CCCC2)N1CCCCCC1,3.9,2.4,13.7,-3.8%,i,-1.8,4.8%,-0.9,548,i,24.6,0.56,1310,22.5,744,-0.431,-0.191,0.417,0.608
COc1ccc(CC(NC(C)=O)C(=O)NC2CCN(C(=O)Nc3ccc(C#N)cc3)CC2)cc1OC (stereo unspecified),1.8,1.7,7.8,-2.1%,i,-6.1,9.2%,.,.,i,48.3,-0.54,1222,0.3,672,1.51,-0.232,1.09,-1.08
CC(OC(=O)CCc1nc2ccccc2c(=O)[nH]1)C(=O)c1ccc(Br)cc1 (stereo unspecified),2.2,4.8,9.9,-0.5%,i,4.4,-6.9%,2.2,533,i,11.9,0.25,1278,-19.7,566,-0.428,-0.272,-0.602,0.932
c1ccc2c(CCNc3ncnc4nc[nH]c34)cccc2c1,4.5,2.8,2.6,-1.0%,i,5.1,0.6%,34.6,111,i,58.6,.,.,-8.4,770,0.38,-0.25,0.0848,0.13
c1ccc2c(c1)ncn2-c1ccc(-c2ccnc3ncnn23)cc1,2.6,3.6,6.1,-1.7%,+,3.1*,-0.7%,-2.7,1128,i,28.8,-0.39,1220,.,.,0.621,-0.317,0.562,0.179
O=C(Nc1cccc2c1CCCC2)C1CCCN(S(=O)(=O)c2cccc3nonc23)C1 (stereo unspecified),1.4,0.9,5.9,-2.4%,i,2.7,-9.3%,0.5,971,i,24.0,-0.41,1681,2.3,723,-0.461,0.0759,-0.0073,0.233
COc1cc(/C=C2\SC(=Nc3ccc(N4CCOCC4)cc3)N(C)C2=O)ccc1OC(C)C(=O)O (stereo unspecified),1.7,1.9,4.1,-0.5%,i,5.4,3.3%,12.0,527,i,35.1,-0.1,1282,2.2,627,0.244,-0.231,0.127,0.476
CC(C)c1ccc(Nc2nc(Cl)nc(NCc3ccco3)n2)cc1,.,.,.,.,.,.,-5.1%,0.0,1357,i,41.3,-0.58,969,7.4,696,-0.742,-0.835,-0.616,0.674
Cc1ccc(S(=O)(=O)NCCC(=O)N2CCCCC2)cc1,2.7,1.9,4.6,0.1%,i,-3.3,.,-4.5,992,.,.,-0.72,1249,.,.,-0.243,-0.317,-0.0961,0.188
Cc1ccc2c(c1)c1ncn(Cc3ccc(F)cc3)c(=O)c1n2C,.,.,.,.,.,.,-10.4%,0.5,1296,i,12.7,-1.02,1051,17.9,736,-1.03,-0.0285,-0.548,0.946
